# From PubChem
# AmpC no deterg – blocks E. coli AmpC beta-lactamase in detergent-free assay. AmpC nitrocefin hydrolysis, absorbance 480 nm, 0.0001% Triton. Potency, µM (doses to about 57.1 µM), for inactives: at the highest dose activity change, negative = inhibition, actives largely listed as inhibitors. 330,000 tested, 0.52% active;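 also: potency is read from the fitted curve at half-maximal effect; plate controls were no compound for no effect and no enzyme for full effect; nearly all actives have a fitted effect of over 20% in size; some results filed as inactive show a strong effect at the top dose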
# Target sequence (P00811 whole entry, looked up): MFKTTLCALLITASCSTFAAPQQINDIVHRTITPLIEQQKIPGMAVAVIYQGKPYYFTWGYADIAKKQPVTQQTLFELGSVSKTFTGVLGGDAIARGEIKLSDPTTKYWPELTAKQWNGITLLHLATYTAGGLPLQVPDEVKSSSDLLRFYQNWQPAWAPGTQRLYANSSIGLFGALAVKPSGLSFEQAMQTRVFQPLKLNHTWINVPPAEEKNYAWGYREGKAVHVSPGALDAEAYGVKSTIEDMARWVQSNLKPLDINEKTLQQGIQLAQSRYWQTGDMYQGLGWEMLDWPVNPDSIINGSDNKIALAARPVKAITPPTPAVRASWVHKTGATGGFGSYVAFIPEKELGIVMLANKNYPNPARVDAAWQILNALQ
#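 AmpC (5.3 nM in the dispensed reagent) in 20 mM phosphate pH 7.0 with 0.01% (detergent screen) or 0.0001% Triton X-100 was preincubated with compounds for 15 min at room temperature. Nitrocefin was then added from an 800 uM solution, and hydrolysis was followed at 480 nm.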
# Sm TGR block – S. mansoni TGR enzyme inhibition; purified TGR, DTNB reduction, TNB absorbance 405 nm; 360,000 tested, 3% active; AID 485364; Q962Y6; Potency, µM (series often up to 114 µM), inactives show top-dose activity change, negative = inhibition, most hits filed as inhibitors; also: potency is read from the fitted curve at half-maximal effect; nearly all actives have a fitted effect of over 60% in size
#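 TGR 20 nM + NADPH 100 uM (dispensed conc.), cpd preinc 15 min RT; start with NADPH (500 uM addition) then DTNB (15 mM addition). Kinetic TNB absorbance, 405 nm filter. Four-parameter Hill fit across titration.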
# AmpC inh detg – AmpC beta-lactamase inhibition with detergent present; P00811; Potency, µM (highest dose often 114 µM), for inactives: top-dose activity change, negative = inhibition, actives largely listed as inhibitors; AID 485294; AmpC hydrolysis of nitrocefin, absorbance 480 nm, 0.01% Triton; 370,000 tested, 0.041% active;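 also: potency is read from the fitted curve at half-maximal effect; 0% = no-compound wells and -100% = no-enzyme wells; nearly all actives have a fitted effect of over 25% in size; some results filed as inactive show a strong effect at the top dose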
#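 AmpC (5.3 nM in the dispensed reagent) in 20 mM phosphate pH 7.0 with 0.01% (detergent screen) or 0.0001% Triton X-100 was preincubated with compounds for 15 min at room temperature. Nitrocefin was then added from an 800 uM solution, and hydrolysis was followed at 480 nm.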
# LmPK inh – LmPK (Leishmania mexicana) enzyme inhibition; Q27686; purified LmPK, Kinase-Glo ATP luminescence, 1 h; Potency, µM (highest dose often 57.5 µM), for inactives: at the top dose activity change, negative = inhibition, most hits filed as inhibitors; 290,000 tested, 0.37% active; also: potency is read from the fitted curve at half-maximal effect
# Target sequence (Q27686 whole entry, looked up): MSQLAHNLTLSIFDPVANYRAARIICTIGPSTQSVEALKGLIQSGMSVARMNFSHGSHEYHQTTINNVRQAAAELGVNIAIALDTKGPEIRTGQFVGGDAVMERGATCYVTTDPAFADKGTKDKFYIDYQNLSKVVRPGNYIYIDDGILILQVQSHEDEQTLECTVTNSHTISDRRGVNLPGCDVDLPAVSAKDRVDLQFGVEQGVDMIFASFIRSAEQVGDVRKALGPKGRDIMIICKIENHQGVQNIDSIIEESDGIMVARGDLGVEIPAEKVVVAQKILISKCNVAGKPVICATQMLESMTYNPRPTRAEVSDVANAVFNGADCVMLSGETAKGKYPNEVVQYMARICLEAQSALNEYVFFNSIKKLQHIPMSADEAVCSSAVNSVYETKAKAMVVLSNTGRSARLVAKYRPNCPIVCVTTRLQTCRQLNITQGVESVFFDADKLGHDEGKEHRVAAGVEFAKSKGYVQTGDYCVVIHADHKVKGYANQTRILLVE
#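 In 50 mM imidazole pH 7.2 with 7 mM MgCl2, LmPK (0.1 nM) turned over PEP (0.5 mM) and ADP (0.1 mM) for 1 h at room temperature. Luciferase read-out of ATP.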
# HCMV inh – inhibitors of human cytomegalovirus | AID 1259415 | 410,000 tested, 4.5% active | HFF cells, HCMV-luciferase reporter, 72 h; stronger effect = lower value | activity change, negative = inhibition, % at 57.5 µM; in the data active = activity change below about -60%; inconclusive = no clear call, values can overlap the other calls; inactive = above about -39%
#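 HFF cells seeded 16 h at 37C, treated with compounds, infected with luciferase-reporter HCMV at MOI 1 PFU/cell; luciferase read at 72 h post infection, normalized to buffer-only and Salinomycin controls.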
# AMA1 RON2 block – AMA1-RON2 (P. falciparum) interaction inhibition; AlphaScreen AMA1-biotinylated RON2 peptide binding; Potency, µM (doses to about 58.2 µM), for inactives: at the highest dose activity change, negative = inhibition, usual class: inhibitors; 360,000 tested, 0.2% active; AID 720542;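 also: potency is read from the fitted curve at half-maximal effect; 0% = vehicle wells and -100% = peptide control; nearly all actives have a fitted effect of over 45% in size; some results filed as inactive show a strong effect at the top dose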
#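 AMA1 (3D7) with his tag at 25 nM final met compounds first, then biotinylated RON2 peptide at 25 nM; detection used donor plus acceptor beads, 10 µg/mL apiece, read by AlphaScreen after 30 min at room temperature.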
# TbPYK inhibitor – inhibitors of Trypanosoma brucei pyruvate kinase; TbPYK enzyme, Kinase-Glo Plus ATP luminescence, 45 min; Q57TT1; 410,000 tested, 0.12% active; Potency, µM (highest dose often 76.8 µM), without a hit: at the highest dose activity, negative = inhibition, most hits filed as inhibitors; also: potency is read from the fitted curve at half-maximal effect; nearly all actives have a fitted effect of over 50% in size
#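 ADP (130 uM final) triggers the TbPYK reaction after compound addition; incubation is 45 min at room temperature. Kinase-Glo Plus is then added and luminescence imaged. Normalized data are fitted to concentration-effect curves.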
# Numbers without * were called inactive; ? = inconclusive; / = no result given; & = joins results of further samples; [ ] = remark or other dose. Unless noted, calls follow the shape of the dose curve; as a rule, active = well fitted curve in the direction sought with a large enough effect; inconclusive = small, poorly fitted or top-dose-only effect, or another doubt; inactive = no such curve, though single readings can be large; an effect the other way counts as inactive or inconclusive. Unless noted, % is scaled to controls: 0 for no effect and ±100 for the full control effect.
SMILES,AmpC no deterg,Sm TGR block,AmpC inh detg,LmPK inh,HCMV inh,AMA1 RON2 block,TbPYK inhibitor
Cc1nn(CC(=O)OCC(=O)NCCc2ccc(S(N)(=O)=O)cc2)c(C)c1[N+](=O)[O-],-11%,-25%,-3%,/,?,-10%,2%
O=Cc1ccc(OCc2cn3ccccc3n2)cc1,-14%[11.4 µM],-5%,-8%,-18%,98,-4%,-11%
CC(Sc1nnc(N)s1)C(=O)Nc1ccc2c(c1)OCO2 (centres undefined),65%[activator],-9%,?,/,6,2%,1%
O=c1c2c(nc3nc(Cc4ccccc4)[nH]n13)CCC2,-11%,-1%,5%,2%,-7,29%,-4%
Cc1cccc(-c2cnc(C(O)c3ccc(-c4ccccc4)cc3)[nH]2)c1 (centres undefined),/,/,/,/,11,16%,0%
COc1ccc(C(C)(O)c2nc(-c3csc4ccccc34)cs2)cc1 (centres undefined),/,/,/,/,1,-4%,-1%
Oc1csc(Cc2nc(-c3ccc(-c4ccccc4)cc3)cs2)n1,-9%,4%,0%,4%,43,96%[activator],4%
CCOC(=O)N1CCN(C(=S)Nc2ccc(C)c(C)c2)CC1,-18%,-22%,-12%,-6%,16,16%,-3%
CCN(CC)C(=O)c1ccc(NC(=O)CCn2nc(-c3ccc(Cl)cc3)c3ccccc3c2=O)cc1,/,-3%,1%,/,-38,/,1%
Cc1csc(NC(=O)Cc2ccc(Cl)cc2)n1,/,/,/,/,?,-4%,0%
CCc1ccccc1NC(=O)C1CCN(c2nn3c(=O)cc(C)nc3s2)CC1,/,-3%,5%,/,0,/,0%
CCCOC(=O)c1c(N)sc(C(=O)OCC)c1C,-38%,-11%,-6%,-2%,?,-20%,0%
CC1CCCN(CCCNC(=O)c2cn(C)c3ccc(S(=O)(=O)N(C)C4CCCCC4)cc3c2=O)C1 (centres undefined),-7%,-8%&3%,1%&-4%,5%,-12&-7,-9%,-9%&3%
COc1ccccc1NC(=S)NCc1ccc2c(c1)OCO2,-9%,?,4%,-2%,-26,-3%,6%
CCOC(=O)CN1C(=O)N(CC(=O)OCC)C(c2ccccc2)(c2ccccc2)C1=O,99%[activator],11%,-15%,-2%,38,-6%,2%
COc1cccc(OC)c1C(=O)OCC(=O)N1CCC(Cc2ccccc2)CC1,-28%,/,/,/,-99*,2%,17%
O=C(Nc1cccs1)Nc1nnc([C@@H]2C[C@H](O)[C@@H](CO)O2)s1,/,/,/,/,0,11%,-4%
COc1cc(C)nc(OCCNS(=O)(=O)c2cc(C)ccc2C)n1,-2%,20%,-8%,1%,10,6%,-6%
CCC(=O)Nc1ccc(C2C(=O)c3ccccc3C2=O)cc1,49%,-15%,-5%,1%,147,-7%,-24%
Cn1cc(/C=C(\NC(=O)c2ccccc2)C(=O)NCCN2CCOCC2)c2ccccc21,63%[activator],?,-1%,-3%,-4,5%,0%
CCOC(=O)c1cccc(NC(=O)c2cc3cc4cc(OC)ccc4nc3s2)c1,/,-3%,1%,/,-28,/,-3%
O=C(c1cc2cc(Cl)ccc2[nH]1)N1CCN(c2ccccc2F)CC1,-37%,-18%,?,-2%,24,-2%,-6%
CCN(CC)CCn1c2c(c(SCC(=O)NCc3ccccc3)nc1=O)CCCC2,-6%,-3%,-2%,/,42,9%,2%
O=C(CN1CCN(C(=O)c2ccccc2)CC1)Nc1ccc(Br)cn1,-1%,?,0%,-2%,-38,-4%,3%
O=C(Cn1ncc2c3ccccc3n(Cc3ccc(Cl)cc3)c2c1=O)N1CCCCCC1,/,-1%,6%,/,8,/,3%
NS(=O)(=O)c1ccc(NC(=O)COC(=O)CCC2CCCC2)cc1,-36%,-2%,-3%,3%,-13,0%,-4%
CC1CC(=O)Nc2ccccc2N1C(=O)Nc1ccc(F)cc1 (centres undefined),2%,14%,8%,-6%,67,0%,3%
Cc1c(Cl)cccc1NC(=O)COC(=O)c1c2c(nc3ccccc13)CCN(Cc1ccccc1)C2,8%,17%,1%,3%,101,-8%,-8%
CN(C1=NS(=O)(=O)c2ccccc21)c1ccc(OC(=O)c2ccccc2)cc1,-7%,0%,3%,-2%,-10,4%,1%
O=C(NCCCN1CCOCC1)C1(c2ccccc2)CCCC1,3%,-35%,-10%,1%,-5,9%,-9%
CC(C)c1cc(C(C)C)c(S(=O)(=O)NNC(=O)c2ccncc2)c(C(C)C)c1,-15%,?,-8%,1%,-34,31%[activator],-2%
CN(c1ccccc1)S(=O)(=O)c1ccc(Cl)c(C(=O)Nc2ccccc2N2CCOCC2)c1,-9%,-7%,-13%,/,-32,-7%,1%
COc1cccc(CC(NC(C)=O)C(=O)NC2CCN(C(=O)c3ccc(Cl)cc3)CC2)c1OC (centres undefined),103%[activator],4%,-5%,0%,31,18%,-20%
COc1ccc2oc(C(=O)OCC(=O)NCc3ccccc3OC)c(C)c2c1,-14%,-1%,0%,/,42,2%,-2%
CCCc1cc(=O)oc2cc(OC3CCCCC3=O)ccc12 (centres undefined),1%,0%,-9%,1%,2,-7%,0%
CC(=O)N(C)c1ccc(NS(=O)(=O)c2cccc3nsnc23)cc1,-12%,?,3%,1%,6,-2%,6%
Cc1ccc(C)n1-c1cccc(S(=O)(=O)N2CCOCC2)c1,-2%,35µM*,9%,7%,-3,0%,-3%
O=C(NCc1ccco1)c1ccc(COc2cccc3ccccc23)cc1,-41%,4%,-9%,3%,?,15%,-5%
Oc1ccc(C[C@H]2CNC(=S)N2CC2CCCN2C[C@H](Cc2ccccc2)N2C[C@H](Cc3ccc(O)cc3)N(CC3CCCCC3)C2=S)cc1 (some centres undefined),/,/,/,/,-85*,27%,1%
Cc1ccc(/C=C/c2onc(C)c2S(=O)(=O)N2CCC(C(=O)N(CCC(C)C)Cc3ccco3)CC2)cc1,/,6%,14%,/,-21,/,-6%

# Brought forward from above: six compounds; new compounds follow.
SMILES,AmpC no deterg,Sm TGR block,AmpC inh detg,LmPK inh,HCMV inh,AMA1 RON2 block,TbPYK inhibitor
CCCc1cc(=O)oc2cc(OC3CCCCC3=O)ccc12 (centres undefined),1%,0%,-9%,1%,2,-7%,0%
CC(=O)N(C)c1ccc(NS(=O)(=O)c2cccc3nsnc23)cc1,-12%,?,3%,1%,6,-2%,6%
Cc1ccc(C)n1-c1cccc(S(=O)(=O)N2CCOCC2)c1,-2%,35µM*,9%,7%,-3,0%,-3%
O=C(NCc1ccco1)c1ccc(COc2cccc3ccccc23)cc1,-41%,4%,-9%,3%,?,15%,-5%
Oc1ccc(C[C@H]2CNC(=S)N2CC2CCCN2C[C@H](Cc2ccccc2)N2C[C@H](Cc3ccc(O)cc3)N(CC3CCCCC3)C2=S)cc1 (some centres undefined),/,/,/,/,-85*,27%,1%
Cc1ccc(/C=C/c2onc(C)c2S(=O)(=O)N2CCC(C(=O)N(CCC(C)C)Cc3ccco3)CC2)cc1,/,6%,14%,/,-21,/,-6%
O=C(Nc1ccccc1)/C(=C/c1ccc2c(c1)OCO2)NC(=O)c1ccco1,-18%,-7%,-17%,2%,-20,0%,-1%
Cc1ccc2cc3c(N)nn(C(=O)c4cccc(F)c4)c3nc2c1,/,-3%,7%,/,-11,/,-1%
COc1cccc(CN(C)CCCn2cnc3c(SC)ncnc32)c1,/,/,/,/,-5,-22%,-10%
Cc1ccnc2nc(C(=O)OCC(=O)c3ccccc3)nn12,-10%,/,/,/,13,7%,6%
COc1ccc(/C=N/NC(=O)c2ccoc2C)cc1COc1c(C)cccc1C,-18%,4%,1%,-9%,-97*,2%,-2%
CCC(CO)n1c(SCc2cc([N+](=O)[O-])cc3c2OCOC3)nc2ccccc2c1=O (centres undefined),-11%,-14%,?,7%,-11,-1%,-8%
Cc1cc(C(F)(F)F)nc(SCC(=O)NC2CCCCC2)n1,-1%,-4%,?,-2%,?,-17%,2%
O=C(c1ccc(Cl)c(S(=O)(=O)N2CCCCCC2)c1)N1CCOCC1,1%,14%,-11%,0%,-17,-10%,-1%
Cc1cc(-c2nnc(SCc3ccccn3)o2)no1,1%,7%,-9%,0%,50,9%,-9%
O=c1cc(N2CCc3ccccc32)[nH]c(=O)n1-c1ccc(Br)cc1,?,-5%,?,1%,14,0%,-3%
CCOC(=O)C1=C(COC(=O)CCOc2ccccc2C)NC(=O)NC1C (centres undefined),2%,4%,-13%,/,-12,-8%,0%
COc1ccc(NC(=O)CSc2c3c(nc4ccc(Cl)cc24)CCCC3)cc1Cl,/,16%,3%,/,-80*,/,-6%
CCCCOc1c(Cl)cc(C(=O)N2CCN(CC(=O)N3CCCC3)CC2)cc1OCC,157%[activator],-25%,-12%,/,-29,-6%,-6%
C#Cc1ccccc1OCCCN1CCC(C(O)(c2ccccc2)c2ccccc2)CC1,/,/,/,/,-13,-10%,4%
CC(=O)C1=C(O)C(=O)N(Cc2ccccc2)C1c1ccc([N+](=O)[O-])cc1 (centres undefined),-9%,-2%,-5%,0%,-38,/,/
COc1ccccc1CNC(=O)CN1C(=O)NC(Cc2ccccc2)(c2ccccc2)C1=O (centres undefined),-15%,/,/,/,-12,-2%,-1%
COc1ccc(/C(=C/c2ccc(OC(F)F)c(OC)c2)C(=O)O)cc1OC,-17%,-4%,-1%,0%,-24,14%,-5%
O=c1cc(-c2ccccc2)n2c(SCc3cccc([N+](=O)[O-])c3)nnc2[nH]1,/,19%,6%,/,-40,/,-3%
Nc1nc(-c2cccs2)cs1,-27%,-1%,-1%,-1%,/,-3%,-22%
CC(=O)c1ccccc1C(=O)N1CCC(n2nccc2NC(=O)C2CC2)CC1,0%,-1%,6%,0%,74,-4%,7%
Cc1cc(Cl)c(S(=O)(=O)NC(C(=O)O)c2ccccc2)cc1OCC(N)=O (centres undefined),-19%,-5%,-14%,1%,-34,-9%,5%
COc1cc2nc(=S)n3[nH]c(CCn4nc(C)cc4C)nc3c2cc1OC,-14%,-25%,1%,?,44,16%,-24%
COC(=O)[C@H](Cc1ccccc1)NC(=O)Cn1cnc2c(OCc3ccccc3)ncnc21,81%[activator],/,/,/,-5,-2%,2%
O=C(Cc1ccccc1)c1c[nH]c(C(=O)NCCCN2CCOCC2)c1,-1%,4%,-4%,-3%,-8,0%,-16%
CCSc1nnc(Nc2ccc(C)cc2)s1,-20%,0%,?,-1%,23,-10%,?
Cc1ccsc1/C=C1/SC(N2CC(C)OC(C)C2)=NC1=O (centres undefined),-1%,-5%,-6%,-1%,4,?,3%
COc1cccc(C(=O)N2CCN(C(=O)c3cccc(F)c3)CC2)c1,-1%,1%,?,1%,74,13%,2%
